hIAP inh – human IAP inhibitors, primary screen, biochemical, luminescence, uHTS; purified IAP, CDP-Star luminescence, 30 min; inhibition, % at 10 µM; actives 0.12% (n = 330,000);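 active = inhibition reaching a set limit with compound at 10 µM in the primary screen, cut at about 35% in these data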;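 note: plate controls were DMSO wells with enzyme for no effect and no-enzyme buffer wells for full effect; values of inactives mirror those of a sister screen read the other way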
Target sequence (P09923 whole entry, looked up): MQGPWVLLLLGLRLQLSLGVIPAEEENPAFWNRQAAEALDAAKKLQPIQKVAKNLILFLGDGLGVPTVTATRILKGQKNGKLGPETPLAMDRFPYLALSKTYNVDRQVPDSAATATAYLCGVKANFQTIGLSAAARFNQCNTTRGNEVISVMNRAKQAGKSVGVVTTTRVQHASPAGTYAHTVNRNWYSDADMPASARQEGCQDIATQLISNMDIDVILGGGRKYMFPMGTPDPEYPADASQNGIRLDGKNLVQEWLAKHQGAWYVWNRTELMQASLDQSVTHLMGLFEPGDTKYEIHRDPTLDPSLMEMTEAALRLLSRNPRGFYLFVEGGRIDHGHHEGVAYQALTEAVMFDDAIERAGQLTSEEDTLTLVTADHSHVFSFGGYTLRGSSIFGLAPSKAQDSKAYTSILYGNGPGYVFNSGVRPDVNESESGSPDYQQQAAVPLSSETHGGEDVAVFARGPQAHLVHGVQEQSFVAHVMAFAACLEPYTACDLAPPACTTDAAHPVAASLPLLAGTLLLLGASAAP
MPTP inh – mitochondrial permeability transition pore inhibitors, primary screen, biochemical, isolated mouse mitochondria, absorbance. inhibition, % at 10 µM. Ca2+ swelling absorbance, 30 min. actives 1.4% (n = 360,000). AID 602449, 2012;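 active = inhibition of 50% or more, scaled per plate between neutral and stimulator controls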;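 note: 0% = DMSO wells given calcium and 100% = 1 mM EGTA wells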
APOBEC3G inh – APOBEC3G DNA deaminase inhibitors, primary screen, biochemical, fluorescence, single-stranded DNA substrate, uHTS. DNA dC->dU-editing enzyme APOBEC-3G (Homo sapiens), Q9HC16. recombinant A3G, ssDNA deamination FAM/TAMRA fluorescence. inhibition, % at 20 µM. actives 0.28% (n = 330,000). AID 493012, 2011;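 active = inhibition of at least 40% at 20 µM, with no more than 30% in the related APOBEC3A deaminase screen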;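 note: plate controls were DMSO wells with A3G for no effect and wells lacking A3G enzyme for full effect; some compounds called inactive have numbers as strong as hits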
Target sequence (Q9HC16 whole entry, looked up): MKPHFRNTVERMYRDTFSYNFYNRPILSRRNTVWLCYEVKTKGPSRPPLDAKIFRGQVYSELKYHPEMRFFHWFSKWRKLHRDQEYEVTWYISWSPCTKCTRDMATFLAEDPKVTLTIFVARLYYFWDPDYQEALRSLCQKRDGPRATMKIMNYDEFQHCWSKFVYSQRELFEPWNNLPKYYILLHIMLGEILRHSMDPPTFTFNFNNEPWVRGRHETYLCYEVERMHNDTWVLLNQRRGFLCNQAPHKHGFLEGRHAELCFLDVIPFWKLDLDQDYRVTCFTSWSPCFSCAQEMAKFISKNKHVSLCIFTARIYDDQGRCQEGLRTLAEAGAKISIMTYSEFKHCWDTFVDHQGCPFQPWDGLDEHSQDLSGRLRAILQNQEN
NR3A LBD binder – binders of NR3A ligand-binding domain, primary screen, biophysical, differential scanning fluorimetry, uHTS. Glutamate receptor ionotropic, NMDA 3A (GRIN3A) ligand-binding domain. NR3A LBD differential scanning fluorimetry, Tm shift; 0% = protein alone, 100% = glycine-bound protein. Tm shift relative to glycine control, % at 25 µM. actives 2.5% (n = 340,000). AID 1259313, 2017;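 active = melting temperature shift of at least 10% of the positive control shift, at one fixed dose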
mIAP activ – activators of mouse IAP, primary screen, biochemical, luminescence, uHTS; intestinal alkaline phosphatase [Mus musculus]; muIAP, CDP-Star luminescence, 30 min; active compounds read high; 1 = vehicle-only enzyme signal, 0 = enzyme-free wells; activation factor at 10 µM; actives 0.24% (n = 330,000); AID 2805, 2010;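 active = activation factor of at least 2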; note: the source names both 10 and 20 µM as test concentration; values of inactives mirror those of a sister screen read the other way
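Assay system: mouse IAP enzyme; reagent: chemiluminescent substrate CDP-Star; dosing: test compounds delivered from DMSO solution; schedule: 30 min at room temperature; measured by: luminescence from enzymatic CDP-Star hydrolysis; controls: DMSO-only wells and no-enzyme negative control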
hIAP act – human IAP activators, primary screen, biochemical, luminescence, uHTS; Intestinal-type alkaline phosphatase (Homo sapiens), P09923; purified human IAP, CDP-Star luminescence, 30 min; active compounds read high; 1 = vehicle-only enzyme, 0 = enzyme-free background; activation factor at 10 µM; actives 0.16% (n = 330,000); AID 2524, 2010;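 active = activation factor of the enzyme at least 2-fold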; note: the source names both 10 and 20 µM as test concentration; values of inactives mirror those of a sister screen read the other way
mIAP block – inhibitors of mouse IAP, primary screen, biochemical, luminescence, uHTS | intestinal alkaline phosphatase [Mus musculus] | purified mouse IAP, CDP-Star luminescence, 30 min | inhibition, % at 10 µM | actives 0.2% (n = 330,000) | AID 2806, 2010;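 active = inhibition of at least 40% at 10 µM in the primary screen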;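 note: plate controls were DMSO with enzyme for no effect and no enzyme wells for full effect; values of inactives mirror those of a sister screen read the other way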
APOBEC3A inh – APOBEC3A ssDNA deaminase inhibitors, primary screen, selectivity assay for APOBEC3G inhibitor project, biochemical, FAM/TAMRA oligo cleavage fluorescence. DNA dC->dU-editing enzyme APOBEC-3A (Homo sapiens), P31941. recombinant A3A, FAM/TAMRA ssDNA deamination fluorescence. inhibition, % at 20 µM. actives 0.41% (n = 330,000). AID 493011, 2011;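 active = at least 40% inhibition at 20 µM here, with at most 30% in a related deaminase screen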;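 note: plate controls were A3A with DMSO for no effect and wells lacking A3A enzyme for full effect; some results filed as inactive read as strong as hits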
beta cell repl – inducers of MIN6 beta-cell proliferation, primary screen, ATP luminescence, uHTS | AID 2380, 2010 | actives 0.29% (n = 330,000) | proliferation, % at 10 µM | MIN6 cells proliferation, ATPlite luminescence, 48 h; cells starved in 0.2% serum; 100% = growth in 10% serum;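 active = compounds whose signal lies at least 3.5 SD above the mean of all wells on their plate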;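 note: 0% = DMSO-treated cells in low-serum medium and 100% = 10% serum control; some compounds called inactive have numbers as strong as hits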
* = called active by the depositor; / = no result given.

Order of values: hIAP inh	MPTP inh	APOBEC3G inh	NR3A LBD binder	mIAP activ	hIAP act	mIAP block	APOBEC3A inh	beta cell repl
- O=C1NN(c2ccccc2)C(=O)/C1=C/c1cccs1
→ 6	/	1	/	0.86	0.94	14	2	-3
- COc1ccc(CNC(=O)CSc2nnc(Cn3nnc4ccccc43)n2C)cc1
→ 16	-0.4	-3	-4	0.99	0.84	1	-2	-2
- CC(=O)Oc1ccc(C(=O)Nc2cc(NC(=O)c3ccc(OC(C)=O)cc3)cc(C(=O)NC(C)(C)C)c2)cc1
→ -5	-0.7	-4	-4	1	1.1	0	-4	-6
- COC(=O)C(Cc1ccccc1)NC(=O)CSc1nc(N)cc(=O)[nH]1 (stereo unspecified)
→ -29	-2.2	-1	0	1	1.3	-4	0	-4
- O=C1CCCC(=O)N1c1ccc(O)cc1
→ -21	-0.4	-9	3	1	1.2	-3	2	-1
- COCC1CCCCN1C(=O)c1ccc(OC2CCN(Cc3ccccn3)CC2)cc1 (stereo unspecified)
→ 6	-0.2	-7	0	1	0.94	-1	2	1
- Cc1ccc(C)c(Cn2c(CO)nc3ccccc32)c1
→ -15	-2.9	-8	0	1.1	1.1	-8	-2	1
- Cc1ncc(CO)c2cc(C(N)=O)c(=Nc3ccccc3)oc12
→ 2	-0.2	0	1	0.95	0.98	4	1	-2
- Cc1cc(C)cc(N2CC(C(=O)O)CC2=O)c1 (stereo unspecified)
→ -22	4.1	-8	4	1.1	1.2	-12	-1	0
- Cc1ccc(C(=O)N2CCCC(CCC(=O)N3CCN(c4ccccn4)CC3)C2)cc1C (stereo unspecified)
→ 0	-1.6	1	-1	0.95	1	5	-1	-2
- CCOC(=O)c1c(NC(=O)C2C3C=CC(C3)C2C(=O)O)sc2c1CC(C)CC2 (stereo unspecified)
→ 0	-0.3	-7	-1	1	1	0	-4	1
- Cn1nnnc1SCC(=O)Nc1ccccc1Cc1ccccc1
→ 3	-2.0	0	1	1	0.97	0	-1	0
- COc1ccc(-c2cc(-c3ccccc3)nc(SCC(=O)Nc3nccs3)c2C#N)cc1
→ -15	-0.5	-5	3	0.92	1.2	8	-1	-2
- Cc1ccc(-c2csc(NC(=O)N3CCOCC3)n2)cc1
→ -4	3.7	-6	-3	1	1	0	-5	0
- N/C(=N\OC(=O)c1ccc(Br)o1)c1ccccn1
→ -14	-1.2	-7	2	0.96	1.1	4	4	-2
- Cc1ccc(-n2c(C)cc(C(=O)COC(=O)C3=NNC(=O)CC3)c2C)cc1
→ -8	0.0	1	0	0.98	1.1	2	3	-4
- CC12CCC(=O)N1C(C(=O)NNC(=O)COc1ccccc1F)CS2 (stereo unspecified)
→ -18	-0.4	-4	0	0.96	1.2	4	-2	-2
- O=C(CNCC1CCCO1)Nc1ccccc1N1CCCCCC1 (stereo unspecified)
→ 9	-0.5	-3	0	0.97	0.91	3	-2	0
- COc1ccc(CN(C)C(=O)CNC(=O)Cc2cccc3ccccc23)c(OC)c1OC
→ -10	-1.5	1	-1	1	1.1	-3	2	3
- Cc1ccc(C(C)(C)C)cc1S(=O)(=O)Nc1ncnc2sccc12
→ -7	1.0	-9	0	1.1	1.1	-8	-1	2
- COc1cccc(NC(=O)C2C(c3ccccc3)C2(Cl)Cl)c1 (stereo unspecified)
→ -2	4.3	-5	-3	2.8*	1	-176	-6	-4
- CCCc1ccc(OCC(=O)Nc2cc(S(=O)(=O)CC)ccc2O)cc1
→ 17	14	-18	-6	1.1	0.83	-10	-3	-4
- N#C/C(=C(/O)COC(=O)CCCNC(=O)c1ccc(Cl)cc1)c1nc2ccccc2[nH]1
→ 7	0.1	-7	-8	0.81	0.93	19	-4	-3
- COc1ccc(Cn2nnnc2CN2CCOCC2)cc1
→ 9	-1.0	2	-1	1.1	0.91	-6	0	-2
- CCc1nnc(N/N=C/c2c(C)[nH]c3ccccc23)n1N
→ 2	0.5	-4	-3	0.96	0.98	4	-5	-3
- O=C1NC2=C(C(=O)CCC2)C(c2ccccc2Cl)N1 (stereo unspecified)
→ 2	0.2	-6	7	1	0.98	0	0	-3
- c1ccc2c(NCC3CCCO3)nc(N3CCCCC3)nc2c1 (stereo unspecified)
→ 16	1.9	-5	0	1	0.84	-1	0	0
- CC(C)N(C(=O)COC(=O)c1ccc(Cl)s1)c1ccccc1
→ -6	0.3	-8	0	1.1	1.1	-10	-2	1
- Cc1[nH]c2ccc(C(=O)N3CCN(c4ccccc4Cl)CC3)cc2c1C
→ -10	-0.3	2	-8	1.1	1.1	-8	-3	-5
- C=C(C)C1CC=C(C)/C(=N/NC(=O)c2cccc([N+](=O)[O-])c2)C1 (stereo unspecified)
→ -15	0.7	-9	0	0.95	1.2	5	1	3
- Cc1cccc(N2C(=O)c3cccc4cccc(c34)C2=O)c1
→ 4	0.5	-2	3	0.89	0.96	12	4	1
- Cc1ncc([N+](=O)[O-])n1CCOC(=O)Nc1ccc([N+](=O)[O-])cc1
→ 7	77*	-6	-2	0.94	0.93	6	-3	-1
- CSc1ccccc1OCc1cc(C(=O)NCCC2=CCCCC2)no1
→ 9	1.2	2	-4	0.97	0.91	3	2	2
- COc1ccc(C2CC(O)(c3ccccc3)Oc3cc(OC)ccc32)cc1 (stereo unspecified)
→ -4	1.3	-5	-1	0.99	1	1	0	-7
- CCCCc1nc2cc(C(=O)N(C)C(C)c3ccccn3)ccc2o1 (stereo unspecified)
→ -24	-0.2	-2	3	1.1	1.2	-7	-2	-3
- O=C(Nc1cccc(NC(=O)c2ccc(Cl)cc2)n1)c1ccc(Cl)cc1
→ -16	1.2	-8	-1	1	1.2	-4	-2	3
- CCCN(CC(=O)Nc1ccccc1C)C(=O)C1CCN(C(=O)Nc2ccccc2)CC1
→ -1	-0.9	-6	0	1	1	-4	-2	3
- CCOc1ccccc1NC(=O)CCN(c1ccc(C)cc1)S(=O)(=O)c1ccccc1
→ 7	1.5	-3	-9	0.79	0.93	21	0	0
- Cc1ccc(OCC(=O)Nc2cccc(S(=O)(=O)N3CCCCCC3)c2)cc1C
→ -15	-0.1	-6	-3	1.4	1.1	-42	-1	-6
- COc1ccc(OC)c(N/C=C2/CCCCC2=O)c1
→ -6	-0.1	-4	-1	0.98	1.1	2	-3	3
- Cc1ccc(C(=O)Nc2ccncc2)cc1[N+](=O)[O-]
→ -21	-0.5	-4	2	0.97	1.2	3	-10	1
- Cc1nnc(SCCn2c(N(C)Cc3ccccc3)nc3c2c(=O)n(C)c(=O)n3C)s1
→ 0	1.6	-7	2	0.95	1	5	-2	-1
- Cc1ccc2c(COC(=O)c3ccccc3Cl)cc(=O)oc2c1
→ 4	0.4	-9	2	0.97	0.96	3	-2	0
- CCOP(=O)(OCC)C(NC(=O)c1ccc(OC)c(OC)c1)c1ccccc1 (stereo unspecified)
→ 0	0.4	-9	-1	0.99	1	1	-5	6
- CCOC(=O)c1cc(-c2ccc(OC(F)F)cc2)nc2c1c(=O)[nH]c(=O)n2C
→ -21	2.1	2	7	1	1.2	-5	1	4
- COC(=O)Cn1c(=O)c(C(=O)CCl)c(N)n(Cc2ccccc2)c1=O
→ 9	1.9	-6	-2	0.99	0.91	1	1	-6
- COc1ccc(C(=O)C2CCCN(C(=O)c3cccc(Cl)c3F)C2)cc1OC (stereo unspecified)
→ -28	-0.4	-4	-1	1	1.3	-3	-4	1
- C[C@]12C=CC(=O)C=C1CC[C@H]1[C@@H]3C[C@@H](O)[C@](O)(C(=O)CO)[C@@]3(C)C[C@H](O)[C@@]12F
→ -5	3.0	-2	-3	0.91	1.1	9	1	-3
- O=C(NNC(=O)c1ccccc1F)c1ccc2[nH]c(=O)c(=O)[nH]c2c1
→ 1	0.9	-4	-4	0.84	0.99	16	-6	-2
- CSc1ncccc1C(=O)OCC(=O)NC(C)(C)C
→ 19	1.0	-14	-2	1	0.81	0	-4	0
- Cc1oc2c(CN3CCCCC3)c(O)ccc2c(=O)c1-c1ccc(Cl)cc1
→ 3	-0.4	-10	1	0.95	0.97	5	-6	0
- CN(c1ncnc(N)c1[N+](=O)[O-])C1CCCCC1
→ 10	-0.5	-1	-1	0.96	0.9	4	2	25*
- O=C(Nc1ccccc1)C1=C(O)CC(c2ccco2)CC1=Nc1ccccc1 (stereo unspecified)
→ 7	1.6	1	3	0.87	0.93	13	2	2
- Cc1ccc(S(=O)(=O)N2CCN(C(=O)N(C)C)CC2)cc1C
→ -6	-8.0	5	-1	1.1	1.1	-10	0	-4
- Cc1cccc(C(=O)NC2CCN(CC(=O)Nc3ccccc3Cl)CC2)c1
→ -31	-2.3	-12	-2	0.98	1.3	2	-6	5
- COc1nc(-c2cccc([N+](=O)[O-])c2)nc2ccccc12
→ 14	1.5	-5	2	0.81	0.86	19	-2	-3

Single records (already shown). Order of values: hIAP inh | MPTP inh | APOBEC3G inh | NR3A LBD binder | mIAP activ | hIAP act | mIAP block | APOBEC3A inh | beta cell repl
CSc1ncccc1C(=O)OCC(=O)NC(C)(C)C as listed: 19 | 1.0 | -14 | -2 | 1 | 0.81 | 0 | -4 | 0
COC(=O)Cn1c(=O)c(C(=O)CCl)c(N)n(Cc2ccccc2)c1=O as listed: 9 | 1.9 | -6 | -2 | 0.99 | 0.91 | 1 | 1 | -6

High-throughput results as filed in PubChem BioAssay.
